From PubChem BioAssay
NR2E3 ag-1: inhibitors of NR2E3-RetCOR corepressor binding, primary screen, NR2E3 agonist project, biochemical, TR-FRET, GST-NR2E3, biotin-RetCOR; inhibition of corepressor binding, % at 4.78 µM; AID 2300, 2010; actives 0.12% (n = 320,000); 1536-well;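 active = percent inhibition above the cutoff of mean plus 3 SD of all tested compounds, set per screening campaign, cut at about 20% in these data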;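 also: 0% = DMSO wells and 100% = biotin wells as full block of FRET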
Target sequence (Q9Y5X4 whole entry, looked up): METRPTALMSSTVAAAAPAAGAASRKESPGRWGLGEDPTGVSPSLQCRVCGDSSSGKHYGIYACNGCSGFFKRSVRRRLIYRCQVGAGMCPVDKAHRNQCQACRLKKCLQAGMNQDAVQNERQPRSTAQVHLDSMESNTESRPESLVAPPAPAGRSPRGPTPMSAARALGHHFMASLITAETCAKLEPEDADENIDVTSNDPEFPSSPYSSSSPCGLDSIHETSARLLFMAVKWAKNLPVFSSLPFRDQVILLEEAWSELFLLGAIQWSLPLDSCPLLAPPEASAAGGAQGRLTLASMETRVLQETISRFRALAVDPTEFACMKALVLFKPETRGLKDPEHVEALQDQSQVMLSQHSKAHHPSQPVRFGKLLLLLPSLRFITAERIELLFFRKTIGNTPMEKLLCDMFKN
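Assay system: NR2E3–RetCOR corepressor complex. Quantity: 1.35 nM GST-NR2E3. Buffer or medium: pH 7.5 Tris-based buffer. Reagent: biotinylated RetCOR corepressor at 7 nM final. Schedule: 5 h at 4 °C. Detection: TR-FRET, emission read at 617 and 671 nm. Replicates: one well per compound, singlicate testing.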
TWEAK-Fn14 inh: inhibitors of TWEAK-Fn14 signaling, primary screen, luciferase reporter cells, uHTS. TWEAK-stimulated Fn14 reporter cells, luciferase luminescence, 8 h. AID 1159606, 2016. inhibition, % at 10 µM. actives 2% (n = 360,000); in the data active = inhibition above about 50%
CF NFkB block: inhibitors of PAF-induced NF-kB signaling, primary screen, cell-based, GFP fluorescence, uHTS; KKLEB NF-kB-GFP reporter, GFP fluorescence overnight; inhibition, % at 5 µM; actives 0.86% (n = 360,000); AID 588850, 2011;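 active = at least 50% inhibition at 5 µM, scaled per plate between neutral and stimulator controls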;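 also: PAF is a Pseudomonas aeruginosa culture filtrate used as stimulus; plate controls were PAF-stimulated DMSO wells for no effect and unstimulated DMSO wells for full effect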
Peg3 promoter: Peg3 promoter-driven luciferase inhibitors, primary screen, cell-based, HeLa, luciferase luminescence. HeLa PEG-Prom luciferase reporter, overnight. inhibition, % at 20 µM. actives 1.7% (n = 360,000). AID 588405, 2011;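 active = inhibition of at least 50% at 20 µM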
iPSC survival up: enhancers of single-cell hiPSC survival, primary screen, ATPlite luminescence; 100% = ROCK inhibitor wells, 0% = DMSO; survival enhancement, % at 20 µM; actives 0.044% (n = 360,000); in the data active = survival enhancement above about 18%;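 also: cells exposed to compounds for 16 hours before the ATP read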
Shn3 inh set2: reduction of Shn3 3'UTR firefly luciferase signal, primary screen, Schnurri-3 inhibitor project, cell-based, Clone20 osteoblasts, set 2 | Clone20 osteoblast Shn3 3'UTR firefly luciferase, 24 h | inhibition, % at 12.5 µM | actives 0.52% (n = 360,000);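 active = mean inhibition of at least 75% with every replicate also reaching 75%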;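 also: 0% = median of neutral control wells and 100% = pilot-screen positive control compound; some compounds past the cut are filed as inactive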
aDG glyco act: activators of alpha-DG glycosylation, primary screen, uHTS, Pro5-aDG cells, AlphaScreen. alpha-DG glycosylation AlphaScreen (IIH6); 0% Pro5, 100% B10-LARGE cell signal. activation, % at 10 µM. actives 0.22% (n = 360,000). AID 624168, 2012;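 active = activation of at least 8% versus controls, or a plate z-score of at least 8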;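 also: Pro5 are CHO cells carrying HIG-tagged alpha-DG that lacks glycosylation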
KKLEB tox: cytotoxicity in KKLEB CF airway cells, primary screen, cytotoxicity control for CF NF-kB inhibitor project, cell-based, uHTS, fluorescence assay plates; KKLEB CF airway cells viability, ATPlite luminescence, overnight; stronger effect = lower value; cells stimulated with P. aeruginosa culture filtrate; activity change (cytotoxicity), % at 5 µM; actives 0.36% (n = 360,000); AID 602141, 2011;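 active = corrected activity change at or below -50% at 5 µM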
NR2E3 ag-2: NR2E3 agonists in two-hybrid cells, primary screen, cell-based, luminescence, CHO-S, Gal4-NCOR/VP16-NR2E3. Photoreceptor-specific nuclear receptor (Homo sapiens), Q9Y5X4. luciferase. inhibition of corepressor binding, % at 3.98 µM. actives 0.35% (n = 360,000). AID 602229, 2012;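 active = inhibition above the mean of all tested compounds plus 3 SD, cut at about 70% in these data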;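 also: 0% = DMSO with NR2E3 transfected cells and 100% = cells lacking NR2E3 construct; higher means lower luciferase signal from less NR2E3 corepressor binding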
HIF-2a inh: HIF-2a reporter inhibitors, primary screen, luminescence, 786-0 RCC cells; 786-0 RCC cells HIF-2a reporter, luciferase luminescence, overnight; inhibition, % at 18.8 µM; actives 0.72% (n = 360,000);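 active = inhibition of the luminescence signal of 40% or more relative to plate controls, in a single-dose primary screen at 18.75 µM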
MITF TRPM1 inh: inhibitors of MITF-dependent TRPM1 promoter reporter, primary screen, cell-based, SK-MEL-5, single point, luciferase. SK-MEL-5 TRPM1 promoter luciferase, 24 h. actives 0.83% (n = 330,000). AID 488899, 2010. inhibition, % at 12.5 µM;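 active = mean inhibition across replicates of 60% or more, whatever share of single replicates reaches that level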; also: values of inactives mirror those of a sister screen read the other way
Active calls of the source: *; / = no result given.

mol | NR2E3 ag-1 | TWEAK-Fn14 inh | CF NFkB block | Peg3 promoter | iPSC survival up | Shn3 inh set2 | aDG glyco act | KKLEB tox | NR2E3 ag-2 | HIF-2a inh | MITF TRPM1 inh
COc1ccc(C(=O)Oc2cc(/C=N/NS(=O)(=O)c3ccc(C)cc3)ccc2OC)cc1 | -0.6 | -10.7 | 5.1 | 9.3 | -0.1 | 6.2 | -0.1 | -3.4 | -1.5 | 13.5 | 5.0
CCOC(=O)c1cc(-c2ccccc2)n(CC(=O)Nc2ccc(OC)cc2)c1C | 0.8 | -1.2 | -5.0 | 12.8 | -1.8 | 0.7 | -0.3 | 14.3 | 1.1 | 22.2 | -2.7
CCCC(=O)Nc1nnc(-c2ccc(Cl)s2)o1 | -1.4 | -32.6 | -17.3 | -21.1 | 2.6 | -9.4 | -0.1 | 2.8 | -2.9 | -20.0 | -5.3
C=CCOc1ccc2nnc(C)n2n1 | -2.5 | 0.2 | 2.5 | -6.2 | 1.2 | -1.5 | -0.4 | -5.0 | 8.6 | 23.1 | 0.0
Cc1ccc(Cl)cc1NC(=O)COC(=O)c1ccccc1O | -3.8 | -33.1 | 2.1 | 18.9 | -0.4 | -14.0 | 0.0 | 3.6 | -11.6 | 18.9 | 1.3
O=c1c2ccccc2ncn1CCCSc1ccccc1 | 5.4 | 3.3 | 11.7 | -49.2 | 5.5 | -42.7 | 0.0 | -10.6 | -8.2 | -80.1 | -37.8
CC(C(=O)NC1CCCCC1)N1C(=O)c2cccc3cccc1c23 (stereo not given) | / | -11.2 | -14.4 | 5.6 | -0.3 | 23.4 | 0.4 | 1.8 | -6.0 | 18.1 | 3.4
COc1ccccc1CNC(=O)C(C)NS(=O)(=O)c1ccc(C)cc1 (stereo not given) | 6.2 | -4.6 | -9.6 | -4.6 | -1.1 | -10.1 | 0.2 | 2.0 | -9.7 | 7.5 | -0.1
COc1ccc(-c2c3c(nc4sc(C(=O)Nc5cc(C)on5)c(N)c24)CCC3)cc1 | 6.1 | 15.9 | -13.6 | 1.6 | -0.1 | 26.5 | 0.4 | 6.9 | -9.3 | 24.8 | -16.2
CN1CCN(C(=O)c2cc3nc(-c4ccc(F)cc4)cc(C(F)(F)F)n3n2)CC1 | 0.6 | 5.1 | 3.6 | 5.7 | -0.9 | 15.2 | 1.0 | -1.2 | 4.5 | 17.1 | 5.4
CCC(C)c1ccccc1NC(=O)c1[nH]c(C)c(C(C)=O)c1C (stereo not given) | 2.0 | 13.1 | -19.2 | 5.3 | 0.2 | -1.5 | 0.1 | -4.7 | -29.3 | -11.5 | -12.3
COc1ccc(-c2sc3cc(OC)c(OC)cc3c2C#CC(C)(C)O)cc1 | 0.5 | -38.5 | -20.4 | -5.3 | -2.5 | -17.9 | 0.0 | 6.0 | -23.9 | -25.4 | -29.4
Cc1ccc(NC(=O)N[C@@H](CC(C)C)C(=O)O)c(C)c1 | 0.7 | 2.6 | 1.9 | 4.9 | 0.1 | 0.2 | 0.2 | 1.0 | -1.2 | 20.6 | 7.4
O=C(Cn1ccc([N+](=O)[O-])n1)c1ccccc1 | 2.7 | 0.1 | -17.3 | -15.0 | -1.1 | -4.1 | 0.1 | 2.4 | 0.2 | -16.7 | -1.1
COc1ccc(NC(=O)CN(C)C(=O)c2cccc(S(=O)(=O)Nc3ccc(OC)cc3)c2)cc1 | 0.1 | 10.6 | 3.4 | 0.0 | -0.3 | 8.7 | -0.1 | 7.6 | 22.1 | 6.0 | 4.9
COc1ccc(NC(=O)N(C)C[C@H]2Oc3ccc(NC(=O)Nc4c(C)noc4C)cc3C(=O)N([C@H](C)CO)C[C@H]2C)cc1 | / | 3.6 | 5.3 | 5.1 | 3.6 | 5.4 | -0.1 | -8.3 | -5.2 | -1.5 | -4.0
CCOc1ccccc1OCCOc1ccccc1CC | -0.7 | 9.9 | 1.9 | 9.7 | -0.6 | -2.4 | -0.1 | 7.0 | -18.7 | 9.4 | 3.4
CC(Sc1nncn1C)C(=O)Nc1ccc(S(N)(=O)=O)cc1 (stereo not given) | 1.4 | 5.3 | -1.9 | 12.8 | -0.6 | 17.4 | 0.1 | 9.4 | -19.8 | -0.7 | -13.2
COc1ccc(-[n+]2c(C)cc(/C=C3\Sc4ccccc4N3C)cc2C)cc1 | -7.7 | 5.3 | -81.6 | 114.7* | -1.1 | 87.9* | 1.3 | -31.2 | 92.5* | 53.1* | 101.2*
COc1ccccc1N1CCN(C(=O)C2=CC=CN3CCS(=O)(=O)N=C23)CC1 | 4.0 | 5.0 | 2.3 | -5.2 | -0.2 | 5.3 | 0.1 | -1.0 | -24.9 | 0.4 | 5.2
O=C(Nc1ccc(C(=O)O)cc1)/C(=C\C=C\c1ccccc1)NC(=O)c1ccccc1Br | 2.7 | 8.7 | -14.9 | -63.9 | -0.4 | -5.4 | -0.3 | -1.8 | -65.6 | -106.3 | -11.0
S=C(Nc1ccccc1Cl)N1CCN(Cc2ccccc2)CC1 | -2.4 | 9.3 | -11.7 | 14.5 | 1.0 | 20.3 | -0.1 | 0.1 | -11.1 | 6.6 | 1.7
O=C(C1COc2ccccc2O1)N1CCN(c2nc3ccccc3s2)CC1 (stereo not given) | 0.8 | -7.5 | 13.3 | -81.7 | -0.4 | -14.4 | 0.1 | -2.8 | -38.7 | -134.7 | -3.5
COc1ccc(NC(=O)C2CCC2)cc1S(=O)(=O)N1CCOCC1 | 0.4 | -2.3 | 1.4 | 11.1 | -1.7 | -9.6 | -0.2 | -2.6 | -10.4 | 14.9 | 3.6
CC1(C)CC(=O)c2cc(OCC(=O)N3CCN(c4ccccc4F)CC3)ccc2O1 | -0.9 | 10.3 | -10.5 | 14.0 | -1.1 | -20.6 | -0.2 | 0.9 | 4.7 | -4.5 | 4.5
Cc1ccc(NC(=S)NC2CCCC2)cc1 | -3.6 | -3.3 | 24.0 | -184.2 | -6.7 | -30.1 | -0.1 | 0.5 | -39.5 | -201.5 | -48.1
c1ccc2c(c1)ccc1ccccc12 | / | -16.2 | -33.7 | 18.9 | 2.9 | -8.7 | -0.2 | 9.3 | 7.2 | -0.9 | -8.6
COc1cc(C2NC(=O)NC(C)=C2C(=O)OCC2CCCCC2)cc(Cl)c1O (stereo not given) | -1.4 | -27.5 | 2.5 | 24.6 | -0.3 | 18.0 | 0.0 | 6.7 | 19.9 | 15.4 | 5.8
CCCCc1nc2sc3c(=O)[nH]cnc3c2c2c1CCCC2 | -1.2 | -22.7 | 30.1 | -1.0 | -0.1 | -11.8 | 0.0 | -20.7 | 18.3 | 27.3 | 1.4
O=C(CN1CCN(S(=O)(=O)c2ccccc2)CC1)NCCc1ccccc1 | 5.2 | 10.8 | -33.1 | -2.9 | -0.3 | 14.8 | -0.2 | 11.0 | 1.9 | 12.2 | 0.7

Full records as entered above.
Listed for S=C(Nc1ccccc1Cl)N1CCN(Cc2ccccc2)CC1 → NR2E3 ag-1: -2.4; TWEAK-Fn14 inh: 9.3; CF NFkB block: -11.7; Peg3 promoter: 14.5; iPSC survival up: 1.0; Shn3 inh set2: 20.3; aDG glyco act: -0.1; KKLEB tox: 0.1; NR2E3 ag-2: -11.1; HIF-2a inh: 6.6; MITF TRPM1 inh: 1.7
Listed for c1ccc2c(c1)ccc1ccccc12 → NR2E3 ag-1: /; TWEAK-Fn14 inh: -16.2; CF NFkB block: -33.7; Peg3 promoter: 18.9; iPSC survival up: 2.9; Shn3 inh set2: -8.7; aDG glyco act: -0.2; KKLEB tox: 9.3; NR2E3 ag-2: 7.2; HIF-2a inh: -0.9; MITF TRPM1 inh: -8.6

Additional results follow:
mol | NR2E3 ag-1 | TWEAK-Fn14 inh | CF NFkB block | Peg3 promoter | iPSC survival up | Shn3 inh set2 | aDG glyco act | KKLEB tox | NR2E3 ag-2 | HIF-2a inh | MITF TRPM1 inh
O=C(Cc1ccc(Nc2nc3ccc(Br)cc3[nH]2)cc1)NCCc1cccs1 | -1.1 | 17.2 | -5.8 | -30.8 | 2.7 | 15.9 | 0.7 | 3.2 | 9.5 | -44.7 | 0.4
Cc1ccc(N2CC(C(=O)NCC3CCCO3)CC2=O)cc1Cl (stereo not given) | -2.0 | 3.7 | 5.8 | 22.2 | 6.3 | -1.6 | -0.1 | -6.1 | 0.9 | 3.6 | -0.1
O=C(c1cc(C2CC2)on1)N1CCCC(N2CCN(c3cccc(C(F)(F)F)c3)CC2)C1 (stereo not given) | -1.0 | 2.6 | 6.5 | 19.7 | -0.6 | 2.9 | 0.3 | 4.4 | 3.7 | 8.2 | 7.9
N=C(N)SCc1ccccc1Cl | -3.1 | 26.2 | -14.7 | -6.0 | 3.5 | 2.4 | 0.4 | 11.7 | -21.8 | 10.1 | 2.7
CCCNC(=O)Cn1cnc2sc(C(=O)N3CCN(CCC)CC3)c(C)c2c1=O | -2.3 | -8.4 | 11.7 | -6.7 | -0.4 | -11.2 | 0.0 | 3.2 | -12.9 | 10.7 | 9.6
COc1ccc(CC(=O)OCC(=O)Nc2cc(Cl)ccc2C)cc1 | / | -5.1 | -0.4 | -8.2 | -0.1 | 3.3 | 0.0 | 6.4 | 3.0 | 22.1 | -2.7
CCOC(=O)C1=C[C@@H](CC)N(S(=O)(=O)c2ccc(C)cc2)[C@H]1c1cccc(Cl)c1 | / | 18.7 | 7.2 | 14.3 | -0.3 | 0.0 | 0.0 | -22.6 | -3.5 | -0.5 | /
COC(=O)c1cc(N=CC2=C(O)CC(C)(C)CC2=O)cc(C(=O)OC)c1 | 2.8 | 2.0 | 21.2 | 7.9 | 3.8 | -8.1 | -0.6 | -18.4 | 7.2 | 13.0 | -12.9
O=C(NCCS(=O)(=O)N1CCN(c2ccccc2F)CC1)C1CC(=O)N(c2ccc(F)cc2)C1 (stereo not given) | 1.6 | -3.5 | 5.6 | 16.0 | 0.2 | -9.0 | 0.2 | -3.5 | -8.6 | 4.8 | 4.1
Cc1ccc(C(=O)NN=CC(=O)c2ccccc2)c(C)c1 | / | 64.6* | -3.1 | -222.5 | 2.2 | -2.2 | 0.0 | -4.5 | -178.0 | -213.3 | -58.6
CC(=O)Nc1ccc2c(CSc3nncs3)cc(=O)oc2c1 | 0.8 | -4.6 | 1.6 | 5.9 | -0.4 | -1.1 | 0.2 | -7.1 | -5.2 | 1.0 | 5.6
CC1CCN(c2ncnc3c2cnn3Cc2ccc(Cl)cc2)CC1 | -0.7 | 18.4 | 18.7 | 20.1 | 7.1 | 5.3 | 0.2 | -4.0 | 8.5 | -4.3 | 3.7
CNc1nc(C)cc(C)c1S(=O)(=O)c1ccc(C)cc1 | 4.1 | 9.1 | -6.5 | 17.2 | 1.7 | 0.1 | 0.1 | 0.3 | -27.9 | 4.7 | -2.5
